Source: PubChem
DENV2 CPE rescue: DENV2-induced cell death inhibition; DENV2-infected cells, cytopathic effect rescue, plate reader; 1.7% of 350,000 active; CPE inhibition, % at 9.99 µM; in the data active = CPE inhibition above about 20%, passing the limit was not always enough; inconclusive = no clear call, values can overlap the other calls; tested in BHK-21 cells;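 note: 0% = median of neutral control wells and 100% = median of positive control wells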
ERp5 block: blocks human ERp5 reductase activity on insulin; ERp5 insulin aggregation, absorbance 650 nm, 90 min; 0.05% of 350,000 active; Q15084; inhibition, % at 9.99 µM; AID 651711;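 active = mean replicate inhibition above about 25%, with every replicate also reaching it, limit read from the data, passing the limit was not always enough; inconclusive = only one of those two criteria met; inactive = neither criterion met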
Target sequence (Q15084 whole entry, looked up): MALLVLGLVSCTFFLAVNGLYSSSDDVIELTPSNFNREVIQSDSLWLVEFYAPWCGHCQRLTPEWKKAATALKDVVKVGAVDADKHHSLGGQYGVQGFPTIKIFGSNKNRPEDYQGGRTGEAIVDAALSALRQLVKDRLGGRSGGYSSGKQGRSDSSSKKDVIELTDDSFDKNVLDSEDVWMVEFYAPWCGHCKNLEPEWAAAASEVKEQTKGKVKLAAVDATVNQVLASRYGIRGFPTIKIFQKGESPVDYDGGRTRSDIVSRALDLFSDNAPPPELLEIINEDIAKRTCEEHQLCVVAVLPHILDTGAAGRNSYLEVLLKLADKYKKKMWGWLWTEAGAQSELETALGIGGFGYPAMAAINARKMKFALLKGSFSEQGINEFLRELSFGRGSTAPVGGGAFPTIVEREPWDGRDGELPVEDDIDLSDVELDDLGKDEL
miR-122 sensor: blocks miR-122 activity in Huh7 sensor cells; Huh7 miR-122 Renilla luciferase sensor, 48 h; neutral wells = 0, positive control = 100; activation (reporter increase), % at 12.5 µM; 0.3% of 340,000 active; AID 602342;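 active = mean replicate activation score at least 90 and every replicate individually at or above 90; inconclusive = only one of the two criteria met; inactive = neither criterion met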;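 note: higher luciferase means less miR-122 activity so hits act as miR-122 inhibitors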
SIRT5 block: sirtuin-5 (human) deacylase inhibition; Q9NXA8; Purified SirT5, succinyl-peptide AMC, trypsin-coupled fluorescence; inhibition, % at 15 µM; 1.1% of 330,000 active; AID 652115; in the data active = inhibition above about 15%; inconclusive = no clear call, values can overlap the other calls
Target sequence (Q9NXA8 whole entry, looked up): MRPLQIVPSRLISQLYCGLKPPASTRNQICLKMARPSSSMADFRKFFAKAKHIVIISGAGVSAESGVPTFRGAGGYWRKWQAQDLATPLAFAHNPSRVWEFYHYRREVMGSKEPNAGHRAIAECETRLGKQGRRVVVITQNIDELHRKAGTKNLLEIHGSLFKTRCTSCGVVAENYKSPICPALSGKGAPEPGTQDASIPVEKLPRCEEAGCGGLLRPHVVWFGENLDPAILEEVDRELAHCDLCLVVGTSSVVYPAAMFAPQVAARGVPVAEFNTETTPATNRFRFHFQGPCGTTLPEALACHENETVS
CASP6 VEID inh: inhibitors of human caspase-6. P55212. inhibition, % at 12.5 µM. purified caspase-6, Z-VEID-R110 cleavage fluorescence. 0.53% of 350,000 active;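 active = mean inhibition across replicates at least about 35%, with every replicate also reaching that limit, limit read from the data; inconclusive = only one of the two criteria met; inactive = neither criterion met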;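 note: 0% = median of neutral control wells and 100% = no fluorescence left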
Target sequence (P55212 24-179 limits assumed): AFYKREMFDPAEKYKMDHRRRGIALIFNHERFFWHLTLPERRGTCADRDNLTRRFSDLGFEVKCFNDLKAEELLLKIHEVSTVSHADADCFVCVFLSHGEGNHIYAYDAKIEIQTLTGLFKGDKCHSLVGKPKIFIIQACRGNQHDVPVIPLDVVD
Target sequence (P55212 194-293 limits assumed): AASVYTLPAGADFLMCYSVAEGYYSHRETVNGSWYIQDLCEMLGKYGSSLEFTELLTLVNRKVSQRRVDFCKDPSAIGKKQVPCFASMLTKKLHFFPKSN
ERAP1 HTS inh: blocks human ERAP1 aminopeptidase activity; recombinant ERAP1, Leu-AMC fluorescence, 60 min; Q9NZ08; 0.15% of 340,000 active; AID 652197; inhibition, % at 10.7 µM;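 active = mean replicate inhibition of at least 30%, or all replicates individually reaching that 30% level; inactive = mean below 30% and not every replicate reaching it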;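 note: 0% = neutral control wells and 100% = L-leucinethiol positive control wells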
CFTR F508del cor: correctors of CFTR F508del function in bronchial epithelial cells; 0.36% of 350,000 active; activity (quench increase), % at 7.58 µM; CFBE cells, YFP halide quenching; stimulated with forskolin plus potentiator P3; % fluorescence drop versus neutral controls;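 active = mean added fluorescence quench of at least 8% versus neutral control, with both replicates also reaching 8%; inconclusive = only one of the mean or replicate conditions met; inactive = mean below 8% and not both replicates reaching 8%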;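 note: cells transiently co-express mutant CFTR-F508del with the halide-sensitive YFP; corrector assay measuring rescue of mutant channel to the surface after 24 h compound exposure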
Active calls of the source: *; u = inconclusive; x = not tested or not shown; & = joins results of further samples; [ ] = another dose, or the depositor's remark.

SMILES	DENV2 CPE rescue	ERp5 block	miR-122 sensor	SIRT5 block	CASP6 VEID inh	ERAP1 HTS inh	CFTR F508del cor
O=C(NCCc1cccs1)Nc1nnc([C@H]2C[C@H](O)[C@@H](CO)O2)s1	-3.1	-0.9	5.4	0.4	6.3	-1.8	-0.7
C=CCC[C@@H](Cc1ccc(F)cc1)C(=O)OC[C@@H](Cc1c[nH]c2ccccc12)NC(=O)[C@H](CC=C)CC(=O)N(CCO)Cc1ccccc1	1.7	2.2	-9.8	x	0.5	x	1.4
COc1ccc(NC(=S)NCCSc2ccc(C)cc2)c(OC)c1	x	-3.5	-4.5	1.3	1.0	1.2	x
CCOC(=O)C1CCCN(C(=O)CCNS(=O)(=O)c2ccc(Br)cc2)C1 (stereo not given)	-1.0	1.7	-6.8	-1.2	3.0	0.8	0.7
C[C@@H](c1ccccc1)N1C[C@@H](COCc2ccccc2)Oc2cc(N3CCC[C@@H]3CO)ccc2S1(=O)=O	-4.8	0.0	x	-1.3	29.9	x	0.9
NS(=O)(=O)c1ccc(NC(=O)COc2ccc(S(=O)(=O)N3CCCC3)cc2)cc1	-7.4	-0.8	6.4	-0.9	0.2	-3.6	0.0
COc1cccc(/C=N/NC(N)=S)c1OCc1cccc(Cl)c1	x	5.0	-7.6	-3.0	3.9	0.9	1.1
COc1cccc(NC(=O)CCNC(=O)N2CC(=O)Nc3ccccc32)c1	-0.9	3.9	3.7	-3.0	1.9	-0.2	0.5
COc1ccc(CCNC(=O)C2CCC(=O)N(CCc3ccc(OC)cc3)C2)cc1 (stereo not given)	-2.2	2.0	6.8	3.8	-2.2	1.2	4.2
CC(C)(C)CC(C)(C)N=C1Nc2cc(Cl)c(Cl)cc2NC12C[C@H]1CCC(=O)N3CC[C@@H](C2)[C@@H]13 (stereo not given in full)	u	1.5	1.7	0.9	-2.4	-0.3	-2.5

Four entries from above in another layout.
compound,DENV2 CPE rescue,ERp5 block,miR-122 sensor,SIRT5 block,CASP6 VEID inh,ERAP1 HTS inh,CFTR F508del cor
COc1cccc(/C=N/NC(N)=S)c1OCc1cccc(Cl)c1,x,5.0,-7.6,-3.0,3.9,0.9,1.1
COc1cccc(NC(=O)CCNC(=O)N2CC(=O)Nc3ccccc32)c1,-0.9,3.9,3.7,-3.0,1.9,-0.2,0.5
COc1ccc(CCNC(=O)C2CCC(=O)N(CCc3ccc(OC)cc3)C2)cc1 (stereo not given),-2.2,2.0,6.8,3.8,-2.2,1.2,4.2
CC(C)(C)CC(C)(C)N=C1Nc2cc(Cl)c(Cl)cc2NC12C[C@H]1CCC(=O)N3CC[C@@H](C2)[C@@H]13 (stereo not given in full),u,1.5,1.7,0.9,-2.4,-0.3,-2.5

(continued)
SMILES	DENV2 CPE rescue	ERp5 block	miR-122 sensor	SIRT5 block	CASP6 VEID inh	ERAP1 HTS inh	CFTR F508del cor
CCCCNc1ccc2c(c1)OC[C@H](CC(C)C)NS2(=O)=O	1.7	2.1	x	-0.2	0.6	-1.9	0.5
C=CCOc1ccc(CNc2ccc3[nH]c(=O)[nH]c3c2)cc1	9.2	1.5	x	-1.7	7.9	-1.2	0.2
CC(C)C1=NOC(C(=O)N2CCC(N3CCC(C(=O)N4CCOCC4)CC3)CC2)C1 (stereo not given)	-5.2	1.8	x	-4.3	-5.4	3.1	-0.1
NC(=O)C1CCN(C(=O)C(Cc2ccccc2)NC(=O)c2ccccc2)CC1 (stereo not given)	-4.8	-21.7	-3.3	-3.1	2.7	-0.5	-3.4
CC(C)NC(=O)N(C)C[C@H]1Oc2ncc(C#Cc3ccncc3)cc2C(=O)N([C@@H](C)CO)C[C@H]1C	2.6	1.6	-0.5[16.7 µM]	4.0	0.5	-0.5	0.2
Cc1ccc(C(=O)N[C@H](C(=O)Nc2cccc(S(=O)(=O)N3CCOCC3)c2)C(C)C)cc1	-4.2	2.4	-2.0	x	-2.9	-2.1	1.4
C[C@@H]1CN([C@@H](C)CO)C(=O)c2c(c3ccccc3n2C)-c2ccccc2CO[C@H]1CN(C)Cc1cccc2c1OCCCO2	21.4*	-6.7	x	6.5	-0.7	2.3	0.7
OC(c1ccc(F)cc1)c1nc(-c2ccc(F)c(Cl)c2)cs1 (stereo not given)	-8.1	1.8	-3.0	x	6.2	0.5	1.1
CC(=O)Nc1ccc(C(=O)OCC(=O)N2CCCC2)cc1	-0.4	2.5	-4.5	-0.2	-1.0	-7.5	3.0
C[C@H]1CCCCO[C@H](CN(C)S(=O)(=O)c2ccc(Cl)cc2)[C@@H](C)CN([C@@H](C)CO)C(=O)c2cc(NC(=O)Cc3ccccc3)ccc2O1	108.7*	-4.5	-7.0[16.7 µM]	8.6	3.1	2.7	-1.6
N#Cc1ccc(-c2ccc(C3[C@@H]4CN(C(=O)c5ccc6c(c5)OCO6)C[C@H]3N4)cc2)cc1 (stereo not given in full)	5.7&-4.3	-4.0&-4.0	x	3.1&1.3	-2.3&-1.8	2.1&-2.3	2.4&-7.2
Cc1ccc(S(=O)(=O)NC(C(=O)N2CCOCCOCCOCCOCC2)C(C)C)cc1 (stereo not given)	u	0.8	x	-1.5	0.9	-2.1	1.7
COCCN1C(=O)/C(=C/c2ccc(N3CCCC3)cc2C)SC1=S	-4.3	-1.2	x	-2.9	0.4	-1.1	4.1
COc1ccc(NC(=O)CN(C)C(=O)c2oc3c(ccc4ccccc43)c2C)cc1	1.6	1.7	-7.3	0.3	3.4	-0.1	-1.8
COc1cccc(CNc2ncn[nH]2)c1OCc1ccc(F)cc1	0.9	-3.5	x	0.2	0.5	2.0	0.6
O=C(N/N=C/c1ccc(OCCCF)cc1)c1ccc(C(F)(F)F)cc1	3.5	3.3	x	-2.5	1.3	0.1	-0.5
O=C(COc1ccccc1)Nc1cccc(S(=O)(=O)N2CCCC2)c1	6.0	0.8	-1.2	-3.7	-1.4	-2.4	-2.5
Cn1cc(CN2CCCC(CNS(=O)(=O)c3cccc4cccnc34)C2)cn1 (stereo not given)	16.1	-0.1	2.5	-2.8	-1.4	3.5	-0.2
COc1cc(C=C(c2nc3ccccc3s2)c2nc3ccccc3s2)ccc1O	1.9	2.2	-15.8	-2.6	-1.9	-4.6	-1.3
O=C(C[C@@H]1CC[C@@H]2[C@H](COC[C@H](O)CN2Cc2nccs2)O1)NCc1ccccc1F	5.4	-5.4	3.4[16.7 µM]	-1.6	1.3	1.7	-0.7
COC(=O)C(CC#Cc1ccc2c(c1)[C@]1(C(=O)N2)[C@H](c2ccc(OCCO)cc2)N2[C@H](c3ccccc3)[C@H](c3ccccc3)OC(=O)[C@H]2[C@@H]1C(=O)NC[C@H](O)c1ccccc1)C(=O)OC	4.0	-2.1	x	-3.2	-0.6	1.7	-0.1
Cc1ccc(NS(=O)(=O)c2ccc(NC(=O)CN(c3cc([N+](=O)[O-])ccc3C)S(C)(=O)=O)cc2)c(C)c1	-1.5	-1.6	-17.1	-4.7	-1.4	1.2	4.9
O=C1NC(=O)/C(=C/c2cccc([N+](=O)[O-])c2)N1	-7.5	-7.1	x	-3.5	-7.5	0.3	-2.2
C[C@@H]1CN([C@H](C)CO)C(=O)c2cc(C#C[C@@H](C)O)cnc2O[C@H]1CN(C)Cc1cccc(F)c1	-12.6	13.3	-7.7[16.7 µM]	-0.2	-2.2	-1.5	-1.2
O=C1NC[C@@H](CCCCN2C[C@H](Cc3ccc(O)cc3)N(CCc3ccccc3)C(=O)C2=O)N(CCc2ccc(O)cc2)C1=O	10.9	-1.0	x	0.2	33.4	x	5.4
O=C(NCc1ccc(OC(F)(F)F)cc1)C1CC(c2ccccc2C(F)(F)F)=NO1 (stereo not given)	-12.1	5.3	x	2.0	-0.9	-1.6	-4.6
NC(=O)CSc1ncnc2c1nnn2Cc1ccc(F)cc1	13.3	-3.7	x	1.2	1.2	-9.2	0.4
O=C(NNc1ccc([N+](=O)[O-])cc1)Nc1ccccc1	1.7	0.2	-5.7	0.7	0.2	-5.3	0.9
COc1ccc(C#Cc2ccc([C@@H]3[C@H](CO)N4C(=O)CN(C(=O)c5ccc(F)cc5)C[C@@H]34)cc2)cc1	-3.4	4.2	x	0.9	1.3	1.5	2.6
COc1cc(C(=O)Nc2ccc(N3CCCS3(=O)=O)cc2)c([N+](=O)[O-])cc1OC	-6.2	-0.8	x	1.4	3.6	3.4	-1.7
CC(C)(C)C(=O)N(Cc1ccc(Cl)cc1)Cc1cccnc1	2.9	1.1	4.8	-0.6	2.7	-2.5	x
C[C@H]1CN([C@@H](C)CO)C(=O)Cc2cc(NS(=O)(=O)c3ccc(F)cc3)ccc2O[C@H]1CN(C)Cc1ccc(C(=O)O)cc1	9.3	5.5	-1.2[16.7 µM]	0.6	3.9	1.8	2.6
Cc1cccc(N2C(=O)C=CC2=O)c1	-4.1	6.2	-1.1	2.6	0.1	-2.7	0.7
CCOC(=O)c1c(C)c(C(=O)Nc2cc(F)ccc2F)c(C)n1C	4.7	4.1	x	-2.7	0.1	-4.2	x
CCOc1cccc2sc(N(CCCN(C)C)C(=O)Cc3ccccc3)nc12	4.8	-1.2	-1.1	-4.2	-4.2	-1.2	0.0
O=C(Nc1ccccc1)c1cc(C2CCCN(C(=O)c3cccs3)C2)on1 (stereo not given)	-9.9	0.6	x	x	-1.9	-0.5	-1.6
COc1ccc(S(=O)(=O)N2CCCC(C(=O)NCC3CCCO3)C2)cc1Cl (stereo not given)	-2.5	6.7	-3.1	-1.8	-3.8	0.4	0.2
CC(NCC(=O)NCC(=O)Nc1ccc(F)cc1)c1cccc(C(F)(F)F)c1 (stereo not given)	15.7	-3.5	-0.6	0.9	3.1	0.0	1.4
CCC(C)[C@H](NC(=O)N1CCC(Cc2ccccc2)CC1)C(=O)O (stereo not given in full)	u	-0.7	5.5	-0.6	-0.3	-1.6	0.5
C[C@H]1CN([C@@H](C)CO)C(=O)c2cc(NC(=O)Nc3ccc(F)cc3)ccc2O[C@@H]1CN(C)C(=O)NC1CCCCC1	-6.5	0.2	6.5[16.7 µM]	-1.2	-1.8	3.3	0.5
Cc1cc(Cl)ccc1OCCCC(=O)NC1CCN(C)CC1	-1.6	7.4	2.5	0.9	-5.5	0.4	-3.1
C[C@H]1CN([C@@H](C)CO)C(=O)c2cc(NC(=O)NC3CCCCC3)ccc2O[C@H]1CN(C)C(=O)Nc1ccc(F)cc1	-7.1	0.9	-5.3[16.7 µM]	3.1	1.0	-2.4	0.0
CC(C)CN1C(=O)CSCC1(C)C(=O)NC(C)C (stereo not given)	2.8	2.2	x	-1.8	-2.3	-6.9	-1.3
COc1ccc(NC(=O)c2cc(-c3cc(F)ccc3OC(C)C)n[nH]2)c(C)c1	5.9	-1.1	-5.8	4.8	-1.9	-4.4	-3.9
Cn1nc(NC(=O)C(F)(F)F)c2nccnc21	-3.4	2.5	6.2	x	0.1	0.7	-2.2
COc1cc(CNC(=O)C2CC(O)CN2C(=O)Nc2ccccc2)cc(OC)c1OC (stereo not given)	-9.8	4.4	-0.7	3.1	-5.5	-0.6	x
O=C(NCc1ccccc1)C1C(c2ccccc2)=Nc2ccccc2N1C(=O)c1cccnc1 (stereo not given)	-10.5	-1.7	x	x	-1.4	11.6	4.1
Cc1ccc(NC(=O)NCCN2C(=O)C3C4C=CC(C4)C3C2=O)cc1 (stereo not given)	4.0	5.1	-5.9	x	-2.5	x	2.2
CCC(=O)N=c1ccn(C2=Nc3ccccc3NC2=C(C#N)C#N)cc1	13.1	-1.3	-10.4	4.4	8.2	3.3	1.1
COc1ccccc1CN1CC(C(=O)N(C)CCCn2nc(C)cc2C)CCC1=O (stereo not given)	51.5*	-1.7	-1.4	-1.2	1.6	-0.9	0.4
C[C@@H]1CN([C@H](C)CO)S(=O)(=O)c2ccc(C#Cc3cccnc3)cc2O[C@H]1CN(C)CC1CCCC1	3.3	-1.2	x	10.9	x	x	0.8
CC(=O)Nc1ccc(NC(=O)CSc2ccc3nnc(-c4cccnc4)n3n2)cc1	1.2	-12.1	-2.2	-4.7	0.7	-1.8	-1.1
Cc1sc(N/N=C/c2ccco2)nc1-c1ccccc1	-2.7	2.5	x	0.1	-1.5	1.4	2.3
